Growth percent in the NCI-60 one-dose screen (48 h, 10 µM unless noted): 100 = growth as untreated, 0 = no growth, -100 = all killed.
RPMI-8226 – RPMI-8226 leukemia cells; 7.5% of 77,000 active
EKVX – EKVX NSCLC | AID 1794765 | 3% of 71,000 active
CCRF-CEM – CCRF-CEM leukemia; 7% of 77,000 active
HOP-92 – HOP-92 NSCLC cells | 6.3% of 71,000 active
MOLT-4 – MOLT-4 leukemia cells; 6.9% of 80,000 active; AID 1794779
A549/ATCC – A549/ATCC NSCLC; 3.7% of 81,000 active; AID 1794740
M14 – M14 melanoma; 6.2% of 80,000 active
HOP-62 – HOP-62 NSCLC | 3.9% of 80,000 active | AID 1794735
* hit, by the source's call; . = no result given; & = joins results of further samples; [ ] = another dose, or the depositor's remark. The calls were made as follows: active = growth percent below 10; inactive = the rest. Rows are unselected; any-hit rate near 13%.

Structure | RPMI-8226 | EKVX | CCRF-CEM | HOP-92 | MOLT-4 | A549/ATCC | M14 | HOP-62
COc1cc(/C=N\Nc2ccccc2)ccc1OC(=O)c1ccccc1 | 54 | 66 | 37 | . | 39 | 69 | 60 | 78
CCCCCCCCCCCCCCCCN=C(C)C(=O)O | 96 | . | . | 83 | 92 | 106 | 99 | 97
COc1cccc(CNCCN2C(=O)c3ccc4c5c(ccc(c35)C2=O)C(=O)N(CCNCc2cccc(OC)c2)C4=O)c1 | -15* | 121 | -0.9* | 100 | 90 | 46 | 72 | 105
COc1ccc(C(=O)COc2ccc(/C=C3\Oc4ccc(Cl)cc4C3=O)cc2)cc1 | 181 | 87 | 122 | 49 | -18* | 95 | 104 | 100
O=c1[nH]c2ccc(Br)cc2c2c1C(c1ccc(Cl)cc1)c1c(ncn3nc(-c4ccco4)nc13)O2 (centres undefined) | 58 | 49 | 74 | 38 | 88 | 75 | 75 | 50
Nc1c(C(=O)Nc2ccc3c(c2)OCCO3)sc2nc3c(cc12)CN(Cc1ccccc1)CC3 | 89 | 94 | 100 | 101 | 93 | 100 | 113 | 103
O=C1CSC(c2ccc(Cl)cc2)N1n1cnnc1 (centres undefined) | 104 | 97 | 108 | 97 | 98 | 100 | 104 | 104
Cn1cc(-c2nn3cc(-c4ccc(F)cc4)nc3s2)c2ccccc21 | 95 | 90 | 95 | 87 | 88 | 73 | 95 | 88
IC1CC2CC1C1C=CCC21 (centres undefined) | 110 | 96 | 99 | 95 | 102 | 99 | 103 | 99
COc1cc(NC(=O)Nc2cnc(Cl)nc2Oc2cccc(C(F)(F)F)c2)cc(OC)c1 | 98 | 112 | 93 | 94 | 99 | 83 | 101 | 90
CCN(CC)c1ccc(NC(C)=O)c(C)c1 | 111 | 122 | 105 | 70 | 100 | 99 | 108 | 106
O=C(CSc1nc2sc3c(c2c(=O)n1-c1ccc(Cl)cc1)CCCC3)N/N=C/c1ccc2c(c1)OCO2 | 97 | 96 | 76 | 122 | 87 | 85 | 99 | 74
Cc1nc2ccccc2n2c(-c3cccc([N+](=O)[O-])c3)nnc12 | 78 | 90 | 80 | 74 | 78 | 96 | 104 | 93
C#C[C@]1(CO)O[C@@H](n2cnc3c(N)nc(OC)nc32)C[C@@H]1O | 96 | 98 | 88 | 90 | 107 | 63 | 103 | 86
O=c1[nH]c2c(cc1S(=O)(=O)c1ccccc1)CCc1[nH]ncc1-2 | 106 | 105 | 100 | 74 | 106 | 111 | 114 | 102
Cc1ccc(NC(=O)c2cc(NCc3cc(O)ccc3O)ccc2O)cc1 | 20 | 99 | 26 | . | 70 | 81 | 107 | 98
CCCCC(O)(CCCC)C(C)(C)C | 103 | . | 103 | 98 | 105 | 92 | 110 | 97
Cc1nn(-c2ccc([N+](=O)[O-])cc2)c2ncnc(N/N=C/c3ccccc3O)c12 | 1.2* | -0.8* | -12* | 37 | 4.0* | 13 | -18* | -2.9*
Cc1cc(N2CCCC2)nc(Nc2ccc(NC(=O)CCc3ccccc3)cc2)n1 | 98 | . | 92 | 96 | 98 | 111 | 100 | 98
O=C1CC(c2cc3ccc4ccccc4c3[nH]c2=O)Nc2ccccc21 (centres undefined) | 100 | 94 | 101 | 104 | 89 | 92 | 96 | 91

Carrying on:
Structure | RPMI-8226 | EKVX | CCRF-CEM | HOP-92 | MOLT-4 | A549/ATCC | M14 | HOP-62
Cn1cc(-c2nn3cc(-c4nccs4)nc3s2)c2cc(Cl)ccc21 | 98 | 92 | 100 | 96 | 108 | 99 | 102 | 93
Cc1c(-n2cc(-c3ccccc3)c3c(-n4[nH]c(=O)c(CC(=O)c5ccc(Cl)c(Cl)c5)c4-c4cccc([N+](=O)[O-])c4)ncnc32)c(=O)n(-c2ccccc2)n1C | 57 | 23 | 57 | 50 | 32 | 66 | 77 | 106
COc1ccc(C(=O)CSc2nc(Nc3ccc(S(N)(=O)=O)cc3)cc(-c3ccccc3)n2)cc1 | 97 | 98 | 89 | . | 78 | 96 | 95 | 124
CC1CCCCN1/N=N/c1nc2c([nH]1)c(=O)n(C)c(=O)n2C (centres undefined) | 85&101 | 96&97 | 86&96 | 78 | 94&88 | 100&110 | 105&103 | 99&105
CNCc1cccc2c1OCCOCCOCCC(C)S(=O)(=O)c1ccc(cc1)-c1cnc(N)c(n1)C(=O)N2 (centres undefined) | 55 | 52 | 2.1* | 80 | 16 | 33 | 52 | 38
C#Cc1cccc(NC(=O)c2cccc(NC(=O)C=C)c2)c1 | 81[8.25 µM] | 64[8.25 µM] | 76[8.25 µM] | 71[8.25 µM] | . | 67[8.25 µM] | 90[8.25 µM] | 96[8.25 µM]
COc1ccc(/C=N/NC(=O)CSc2nc3ccccc3c(=O)n2Cc2ccc(S(N)(=O)=O)cc2)cc1 | 97 | 97 | 102 | 114 | 106 | 101 | 105 | 94
CN(C)CCCn1c2c(c3ccccc31)CCCCC2 | 92 | 110 | 76 | 66 | . | 69 | 97 | 68
COc1ccc(OC)c(/C=C2\COc3ccc(O)c(O)c3C2=O)c1 | . | 58 | -0.7* | 57 | 4.3* | 48 | . | 30
N#Cc1c(-c2ccc(Cl)cc2Cl)c(C#N)c(=O)n(-c2ccccn2)c1N | 93 | 102 | 93 | 65 | 105 | 95 | 94 | 91
COc1ccc(-n2c(SCc3n[nH]c(=S)n3C(=O)c3ccc(Br)cc3)nc3cc(OC)c(OC)cc3c2=O)cc1 | 115 | 97 | 100 | 113 | 94 | 102 | . | 99
CCCN(CCC)CCCNC(=O)c1cc2c(-c3ccc(OC)c(OC)c3)nn(C)c2s1 | -10* | . | -16* | -7.7* | -8.1* | 9.1* | 9.5* | 34
NC(=S)N/N=C\Cn1cc([N+](=O)[O-])c(=O)[nH]c1=O | 96 | 105 | 89 | 84 | 93 | 99 | 98 | 97
O=C(CI)Nc1ccc(O)c2ccccc12 | -19* | . | -27* | -25* | -24* | 65 | -59* | 47
COc1ccc(N2N=C(c3ccc4c(c3)OCO4)CC2c2cccc(NC(=O)CCCNS(=O)(=O)c3ccc(OC)cc3)c2)cc1 (centres undefined) | 65 | 81 | 85 | 123 | 61 | 79 | 84 | 93
O=C1c2ccccc2C(=O)c2c(Cl)ccc(O)c21 | 96 | 101 | 108 | 102 | 110 | 95 | 115 | 89
CC(C)C1=CCC(NC(=O)Nc2ccc(N=Cc3ccccc3O)cc2)C=C1 (centres undefined) | 76 | 100 | 63 | 79 | 61 | 87 | 99 | 103
Cc1ccccc1NC(=O)CN1CCc2nc3sc(C(=O)Nc4ccccc4C)c(N)c3cc2C1 | 71[8 µM] | 95[8 µM] | 77[8 µM] | 85[8 µM] | 79[8 µM] | 96[8 µM] | 100[8 µM] | 100[8 µM]
Cc1[nH]c(C(=O)Nc2ccc(C(N)=O)cc2OC2CCCC2)c(Cl)c1Cl | 85 | 83 | 90 | 89 | 79 | 88 | 113 | 110
O=C(CN1CCCCC1)Nc1ccc2oc(=O)ccc2c1 | 91 | 101 | 86 | 91 | 83 | 100 | 106 | 100

Only MOLT-4 and A549/ATCC (7 entries from above):
molecule	MOLT-4	A549/ATCC
CN(C)CCCn1c2c(c3ccccc31)CCCCC2	.	69
N#Cc1c(-c2ccc(Cl)cc2Cl)c(C#N)c(=O)n(-c2ccccn2)c1N	105	95
CCCN(CCC)CCCNC(=O)c1cc2c(-c3ccc(OC)c(OC)c3)nn(C)c2s1	-8.1*	9.1*
O=C(CN1CCCCC1)Nc1ccc2oc(=O)ccc2c1	83	100
CC(C)C1=CCC(NC(=O)Nc2ccc(N=Cc3ccccc3O)cc2)C=C1 (centres undefined)	61	87
COc1ccc(-n2c(SCc3n[nH]c(=S)n3C(=O)c3ccc(Br)cc3)nc3cc(OC)c(OC)cc3c2=O)cc1	94	102
Cc1c(-n2cc(-c3ccccc3)c3c(-n4[nH]c(=O)c(CC(=O)c5ccc(Cl)c(Cl)c5)c4-c4cccc([N+](=O)[O-])c4)ncnc32)c(=O)n(-c2ccccc2)n1C	32	66

The listing continues:
Structure | RPMI-8226 | EKVX | CCRF-CEM | HOP-92 | MOLT-4 | A549/ATCC | M14 | HOP-62
C#C[C@]1(O)CC[C@H]2[C@@H]3CC=C4c5nc(N)sc5CC[C@]4(C)[C@H]3CC[C@@]21C | -8.0* | 54 | 78 | 62 | 37 | 66 | 81 | 63
C=Cn1c2ccccc2c2ccccc21 | 109 | 101 | 103 | 99 | 100 | 92 | 99 | 86
Clc1ccc2nn3c4ccccc4c(OCCN4CCOCC4)nc3c2c1 | 92 | 84 | 96 | 73 | 95 | 92 | 122 | 91
COc1cc(-c2nn(-c3ccccc3)cc2C(=O)O)ccc1O | 97 | 92 | 88 | 93 | 95 | 91 | 93 | 89
COC(=O)CCC(=O)Nc1ccccc1 | 97 | 111 | 96 | 81 | 101 | 101 | 93 | 110
Cc1csc(NC(=O)c2ccc(C(=O)Nc3nc(C)cs3)cc2)n1 | 86 | 98 | 100 | . | 99 | 101 | 99 | 85
Cc1ccc(C(=Nc2ccccc2)N=P(c2ccccc2)(c2ccccc2)c2ccccc2)cc1 | -39* | -17* | -30* | -43* | 1.6* | 6.9* | -79* | -90*
CCOC(=O)c1sc(/N=C2\NC(=O)/C(=C/c3ccc(Cl)cc3)S2)nc1C | 93 | 96 | 94 | 55 | 95 | 85 | 92 | 82
Fc1ccc(-c2cc3nc(C(Cl)Cl)nc(-c4ccc(F)cc4)n3n2)cc1 | 3.4* | 7.3* | 33 | -3.1* | 12 | -27* | -4.2* | -28*
O=C(c1ccc(O)cc1)[C@@H]1[C@@H]2CCCN2[C@@]2(C(=O)N(C(=O)c3ccc(F)cc3)c3ccccc32)[C@H]1c1ccc(F)cc1 | 76 | 83 | 67 | 67 | 68 | 97 | 95 | 97
Cc1cn([C@@]2(CF)O[C@H](CO)C2C)c(=O)[nH]c1=O (some centres undefined) | 141 | 98 | 122 | 117 | 119 | 105 | 152 | 114
O=C(c1ccc(Cl)cc1)c1ccc(OCCCN2CCN(c3ccncc3)CC2)cc1 | 10 | 33 | 21 | 15 | 16 | 56 | -36* | 39
NC(=O)c1c(NC(=O)c2cccc(C(F)(F)F)c2)sc2cc(O)ccc12 | 91 | 88 | 87 | 96 | 88 | 94 | 94 | 92
CN(C[C@H]1Cc2c(cccc2N2CCN(c3ncccn3)CC2)CN1)[C@H]1CCCc2cccnc21 | 27 | 38 | 22 | 27 | 28 | 26 | 54 | 17
COc1ccc(-c2c3c(cc4cc5ncccc5nc24)[C@H]2CC[C@]4(C)C(=O)CC[C@H]4[C@@H]2CC3)cc1 | 53 | 65 | 50 | 32 | 25 | 48 | 49 | 98
NS(=O)(=O)c1nnc(/N=C/c2c(O)[nH]c3ccccc23)s1 | 109 | 84 | 106 | 88 | 126 | 108 | 94 | 87
O=C(CN1CCOCC1)N1c2cccc3cccc(c23)N(C(=O)CN2CCOCC2)C1c1cn(-c2ccccc2)nc1-c1cccc([N+](=O)[O-])c1 | . | 84 | 95 | 30 | 85 | 97 | 96 | 94
COC(=O)c1c2c(c(C)[n+]([O-])c1C)C(=O)C=C(NCc1cccc(OC)c1)C2=O | -36* | -69* | -17* | -44* | -46* | -52* | -83* | -15*
Nc1n[nH]c(CCCNc2ccccc2)c1-c1nc2ccccc2s1 | 115 | 103 | 71 | 111 | 103 | 92 | 113 | 99
CCCCCCCCN(CCCCCCCC)CC(O)c1ccc(Br)c(C)c1 (centres undefined) | 27 | 60 | 70 | 13 | 86 | 82 | 78 | 88

Further structures follow:
Structure | RPMI-8226 | EKVX | CCRF-CEM | HOP-92 | MOLT-4 | A549/ATCC | M14 | HOP-62
COc1ccc(/C=C2/N=C3N(N=C(CC#N)N3c3ccccc3)C2=O)cc1 | 104 | 103 | 101 | 96 | 105 | 106 | 102 | 102
C=C1CCC2C3(C)COC(C)(C)OC3CCC2(C)C1CC(NCc1cccc(Cl)c1)C1=CCOC1=O (centres undefined) | . | 97 | 98 | 97 | 93 | 106 | 99 | 104
COc1ccc(C(=O)CC23C(=O)NC(=O)C2C(=O)NC3=O)cc1OC (centres undefined) | 105 | 98 | 43 | 96 | 112 | 112 | 96 | 94
CC(=O)N1N=C(CCC(=O)c2nc3ccc([N+](=O)[O-])cc3[nH]2)OC1c1ccc(F)cc1 (centres undefined) | 109 | 81 | 102 | 101 | . | 94 | 98 | 97
O=c1[nH]c2ccccc2n1CCCN1CCN(C(c2ccccc2)c2ccccc2)CC1 | 79 | . | 97 | 60 | 74 | 80 | 104 | 100
COc1ccc(C2=NN(c3ccccc3)C(c3ccc(OCc4ccc(C)cc4)c(OC)c3)C2)cc1OC (centres undefined) | 107 | 101 | 104 | 103 | 97 | 95 | 99 | 101
CCCCCCCCCc1nc(N)nc(N)n1 | 88 | . | 95 | 71 | 90 | 101 | 118 | 90
c1ccc2c(-c3nc(-c4ccsc4)cs3)c[nH]c2c1 | . | 54 | . | . | 93 | 80 | 92 | .
CCC(=O)OC1=C(C)SC2=NC(c3ccc(N)cc3)=CC(c3cc(OC)c(OC)c(OC)c3)N21 (centres undefined) | 107 | . | 105 | 82 | 96 | 97 | 109 | 100
N#Cc1ccc(CC(=O)c2ccccc2)[nH]c1=O | . | 106 | 111 | 109 | 100 | 95 | 97 | 106

In the list so far, these contain a cyano group.
Structure | RPMI-8226 | EKVX | CCRF-CEM | HOP-92 | MOLT-4 | A549/ATCC | M14 | HOP-62
N#Cc1c(-c2ccc(Cl)cc2Cl)c(C#N)c(=O)n(-c2ccccn2)c1N | 93 | 102 | 93 | 65 | 105 | 95 | 94 | 91
COc1ccc(/C=C2/N=C3N(N=C(CC#N)N3c3ccccc3)C2=O)cc1 | 104 | 103 | 101 | 96 | 105 | 106 | 102 | 102
N#Cc1ccc(CC(=O)c2ccccc2)[nH]c1=O | . | 106 | 111 | 109 | 100 | 95 | 97 | 106

Screens (PubChem)
